# BoNT-A LC inh2 = BoNT/A light chain protease inhibitors, primary screen, biochemical, flow cytometry, MLPCN library; Botulinum neurotoxin type A light chain protease (Clostridium botulinum A str. ATCC 3502); inhibition, % at 10 µM; multiplex microsphere protease substrate cleavage; 360,000 compounds, 0.17% hits; in the data active = inhibition above about 30%; inconclusive = no clear call, values can overlap the other calls; note: plate controls were buffer without enzyme for full effect and enzyme alone for no effect
# Mtb FBA inh = Mtb FBA enzyme inhibitors, primary screen, biochemical, fluorescence, strain H37Rv | Fructose-bisphosphate aldolase (Mycobacterium tuberculosis (strain ATCC 25618 / H37Rv)), … | purified M. tuberculosis FBA, fluorescence read-out | inhibition, % at 1 µM | 360,000 compounds, 2.3% hits; in the data active = inhibition above about 27%;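 note: 0% = vehicle and 100% = reference inhibitor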
# Target sequence (P9WQA3 whole entry, looked up): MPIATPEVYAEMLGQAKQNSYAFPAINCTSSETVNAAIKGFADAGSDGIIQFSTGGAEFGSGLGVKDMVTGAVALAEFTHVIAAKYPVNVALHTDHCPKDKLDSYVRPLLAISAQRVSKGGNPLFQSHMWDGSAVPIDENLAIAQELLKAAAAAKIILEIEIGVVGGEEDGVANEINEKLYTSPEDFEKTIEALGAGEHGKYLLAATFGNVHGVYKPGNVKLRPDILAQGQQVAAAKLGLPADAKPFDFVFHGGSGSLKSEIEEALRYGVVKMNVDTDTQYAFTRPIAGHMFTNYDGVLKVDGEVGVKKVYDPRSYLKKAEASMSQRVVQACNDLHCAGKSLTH
# Mtb BioA inh = M. tuberculosis BioA enzyme inhibitors, primary screen, biochemical, plate reader, single point, HTS; 7,8-diaminopelargonic acid synthase BioA (Mycobacterium tuberculosis); purified M. tuberculosis BioA enzyme; inhibition, % at 9.99 µM; 360,000 compounds, 0.096% hits; AID 602481, 2012; in the data active = inhibition above about 40%; inconclusive = no clear call, values can overlap the other calls
# GDH-TPI counter = GDH-TPI coupling enzyme inhibitors, primary screen, artefact control for M. tuberculosis FBA inhibitor project, biochemical, absorbance, full deck | GDH-TPI coupled enzyme counterscreen, NADH absorbance | inhibition, % at 4.8 µM | AID 588335, 2011 | 360,000 compounds, 1.2% hits;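 note: 0% = DMSO wells and 100% = wells lacking the enzyme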
# PrPC surface inh = inhibitors of human cell surface prion protein PrPC, primary screen, cell-based, TR-FRET | 370,000 compounds, 0.43% hits | inhibition, % at 13.8 µM | AID 720596, 2013 | TR-FRET read-out | Major prion protein (Homo sapiens), P04156; in the data active = inhibition above about 24%; note: 0% = median of the test wells and 100% = reference compound wells
# CCHFV vOTU inh = CCHFV vOTU protease inhibitors, primary screen, biochemical, Pep-AMC substrate, fluorescence | Crimean-Congo hemorrhagic fever virus L polyprotein viral ovarian tumor (vOTU) protease … | inhibition, % at 11.5 µM | 370,000 compounds, 0.55% hits | AID 651958, 2012; note: 0% = vehicle wells with enzyme and 100% = no enzyme wells
# Mtb UGM inh = M. tuberculosis UGM enzyme inhibitors, primary screen, biochemical, fluorescence polarization, single point; UDP-galactopyranose mutase (Mycobacterium tuberculosis (strain ATCC 25618 / H37Rv)), …; purified UGM, fluorescence polarization probe displacement; inhibition, % at 10 µM; 320,000 compounds, 0.06% hits; AID 504406, 2011; in the data active = inhibition above about 10%, passing the limit was not always enough; inconclusive = no clear call, values can overlap the other calls
# Target sequence (P9WIQ1 whole entry, looked up): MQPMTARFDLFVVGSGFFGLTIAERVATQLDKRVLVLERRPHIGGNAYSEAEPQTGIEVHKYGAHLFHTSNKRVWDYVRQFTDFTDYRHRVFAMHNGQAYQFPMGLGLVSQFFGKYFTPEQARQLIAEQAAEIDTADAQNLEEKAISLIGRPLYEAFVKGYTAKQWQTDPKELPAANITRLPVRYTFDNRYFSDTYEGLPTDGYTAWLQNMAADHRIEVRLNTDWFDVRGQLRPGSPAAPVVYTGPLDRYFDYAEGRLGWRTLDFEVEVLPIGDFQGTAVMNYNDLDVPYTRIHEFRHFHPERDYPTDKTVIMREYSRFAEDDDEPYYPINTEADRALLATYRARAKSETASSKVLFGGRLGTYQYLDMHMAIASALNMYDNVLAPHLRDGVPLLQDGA
# FadD28 binding = inhibitors of FadD28 bisubstrate probe binding, primary screen, biochemical, fluorescence polarization, single point. inhibition, % at 12.5 µM. AID 588549, 2011. 360,000 compounds, 0.22% hits; in the data active = inhibition above about 8.5%, passing the limit was not always enough; inconclusive = no clear call, values can overlap the other calls
# BoNT F protease = BoNT/F light chain protease inhibitors, primary screen, biochemical, flow cytometry, MLPCN library; inhibition, % at 10 µM; Multiplex microsphere protease cleavage assay; AID 588497, 2011; 360,000 compounds, 0.22% hits; in the data active = inhibition above about 35%, passing the limit was not always enough; inconclusive = no clear call, values can overlap the other calls; note: plate controls were buffer without enzyme for full effect and enzyme alone for no effect
# * marks the source's active call; other numbers are inactive results; ? = inconclusive; . = no result given. Cut-off read from the data, not from the text of the source, unless noted: active = inhibition above about 30%; inactive = the rest.
SMILES,BoNT-A LC inh2,Mtb FBA inh,Mtb BioA inh,GDH-TPI counter,PrPC surface inh,CCHFV vOTU inh,Mtb UGM inh,FadD28 binding,BoNT F protease
O=C(NC(Cc1ccccc1)C(=O)O)/C(=C/c1ccc([N+](=O)[O-])cc1)NC(=O)c1ccccc1Br (stereo not drawn),0.4,-1,.,-2,3,-17,0.3,-2.3,-5
COc1ccc(C(=O)NC(=S)Nc2ccc(CN3CCOCC3)cc2)cc1OC,.,-1,1.6,-12,6,-4,-1.6,-3.6,.
Nc1ccc(Nc2ccccc2N)cc1,2.7,3,.,-1,-12,18,0.7,-1.7,-168
COCc1nnc(SCC(=O)NC(C)c2ccccc2)n1-c1ccccc1 (stereo not drawn),-0.5,0,0.6,9,-1,-8,-0.9,-2.1,10
COc1ccc(CN2C(=NC(=O)CCc3ccccc3)SC3CS(=O)(=O)CC32)cc1 (stereo not drawn),-2.2,-1,0.0,3,0,-6,-3.0,-0.7,-4
COc1ccc(Br)cc1CN1CCN(C(=O)c2cccc(OC)c2OC)CC1,-1.2,4,-3.5,2,1,10,-3.4,-1.3,-8
O=C(N/N=C(\c1ccccc1)c1ccccn1)c1cccc([N+](=O)[O-])c1,-1.0,3,.,-4,.,.,0.8,0.2,-3
Cc1onc(-c2c(F)cccc2Cl)c1C(=O)NCc1ccco1,0.2,0,1.4,-3,0,15,1.6,-0.6,2
O=C(NC1CCCCC1)C(c1ccc2ncccc2c1)N(Cc1ccc2c(c1)OCO2)C(=O)c1cccs1 (stereo not drawn),0.3,-1,-2.3,5,1,0,2.7,-1.1,2
O=C/C(=C\Nc1ccccn1)c1nc2cc(Cl)ccc2o1,0.7,6,14,15,8,5,0.1,0.6,2
COc1ccc(C)cc1NC(=O)C1CCN(S(=O)(=O)c2ccc3c(c2)C(C)(C)C(=O)N3C)CC1,-1.4,3,-2.4,-16,-6,2,-0.2,-0.4,-20
Cc1ccc(C)c(OCC(=O)NCCNC(=O)COc2cc(C)ccc2C)c1,0.2,0,1.6,3,-6,-1,1.0,-0.3,1
Cc1cnc(C(=O)OCc2nc3ccsc3c(=O)[nH]2)cn1,-1.5,4,-0.5,19,-2,0,1.9,-1.5,4
COc1cc(CN2CCC(C(=O)NC(c3ccccc3)c3ccsc3)CC2)cc(OC)c1 (stereo not drawn),-0.6,0,-0.9,6,-7,17,.,-2.6,-3
O=C(C[n+]1ccccc1)N/N=C/c1cc(Br)cc(Br)c1O,4.8,-6,-0.7,2,.,.,2.4,0.2,19
Nc1ccncc1,-2.1,0,-0.1,4,7,-13,1.9,0.2,-28
Cc1cc(C)c2c(N)c(C(=O)NCc3ccco3)sc2n1,0.0,8,.,6,0,-13,-2.1,1.2,-2
O=C(NCCC1=CCCCC1)c1cc(COc2ccc(F)cc2Cl)on1,9.6,0,-0.7,7,1,20,-0.2,0.3,14
O=C(COc1nsnc1N1CCOCC1)N/N=C/c1ccccc1O,-0.8,6,.,6,2,8,.,-3.7,-11
c1ccc(Cn2c(-c3ccccc3)c[n+]3c2SCCC3)cc1,.,3,3.3,-1,8,-8,-1.3,-2.4,.
COc1ccc(-c2n[nH]nc2C2=CC(=O)CC(C)(C)C2)cc1,0.4,1,.,23,-5,6,.,-2.2,-3
Cc1nnc(SCc2nc3sc4c(c3c(=O)[nH]2)CCCC4)[nH]c1=O,-0.9,1,.,10,-3,4,1.6,-1.3,0
O=c1[nH]c(C2CCN(S(=O)(=O)c3cccc(C(F)(F)F)c3)CC2)nc2c1nnn2Cc1cccc(F)c1,-1.8,-2,-0.1,-5,1,1,0.4,-5.7,-1
CCc1nc2c(OCc3ccc(F)c(F)c3)cccn2c1N(C)C(=O)c1ccncc1,0.3,-1,6.0,2,-3,9,.,-1.8,-3
Cn1c(CNC(=O)c2ccc(F)cc2)nc2ccccc21,-0.6,5,0.4,4,-5,-7,-1.1,1.2,4
CCn1cc(C(=O)NCCC(=O)NCCCO)c(=O)c2cc3c(cc21)OCO3,1.3,5,-0.6,6,-3,0,1.5,-1.0,8
Cc1cccc(N2CCN(C(=O)C3(S(=O)(=O)c4ccc(Cl)cc4)CC3)CC2)c1C,-5.4,2,.,-11,1,-18,0.7,-2.2,-23
c1ccc2c(c1)CCCN2Cc1nnnn1C1CCCC1,-0.7,1,.,-3,-1,0,1.7,-4.2,-12
Cc1ccc(C(=O)OCC(=O)Nc2sc3c(c2C#N)CCCC3)cc1NC(=O)c1ccco1,-0.6,2,-0.2,11,7,7,-0.9,0.5,-15
O=S(=O)(c1ccc(F)cc1)N1CCN(Cc2cc3c(cc2Br)OCCO3)CC1,0.2,1,-0.6,7,2,-3,-1.6,-0.7,2
Cc1cc(CN2CCCCC2)oc1C(=O)O,0.0,2,.,4,-3,-5,0.8,0.9,-3
Cc1ccc(NS(=O)(=O)c2csc(C(N)=O)c2)cc1C,3.7,0,-2.0,4,2,5,-3.4,0.1,-12
CCOC(=O)N1CCN(C(=S)Nc2cccc(C)c2)CC1,-1.8,-3,-0.9,-11,-2,-3,3.5,-1.3,-4
CC/C(O)=C1\C(=O)CC(c2ccccc2)CC1=NCCc1c(C)[nH]c2ccc(C)cc12 (stereo not drawn),-0.1,2,-0.1,-6,-1,6,1.0,0.2,-4
O=C(Cc1ccccc1)NC(Nc1cccc2ccccc12)C(Cl)(Cl)Cl (stereo not drawn),0.0,3,-0.1,8,7,6,1.1,-0.9,-2
Cc1cc(-c2nnc3sc(-c4ccc(Cl)cc4Cl)nn23)n[nH]1,-0.3,5,0.3,-8,-1,4,-0.4,-2.3,-11
C=CCn1c(SCC(=O)Nc2nnc(CC)s2)nnc1-c1ccncc1,-0.1,2,0.9,-1,-3,5,0.4,-1.5,0
C=CCSc1n[nH]c(=O)n1-c1cccc(C(F)(F)F)c1,?,2,-1.5,-5,10,2,-2.0,-5.2,?
NC(=O)CCN1CCN(C(=O)c2ccc3nc(Cc4cccc(Cl)c4)oc3c2)CC1,-1.1,0,1.5,1,2,2,-0.5,-1.5,-3
COc1ccc(OCC(=O)Nc2nc3c(s2)CCCC3)cc1,2.1,2,0.5,3,5,-17,-0.9,-2.3,6
Cc1ccc(S(=O)(=O)N(C)C[C@@H]2Oc3ccc(NS(=O)(=O)c4ccccc4)cc3CC(=O)N([C@@H](C)CO)C[C@H]2C)cc1,-0.1,2,-1.2,9,3,15,.,-0.9,1
CC(C)CNC(=O)CC1Nc2ccccc2NC1=O (stereo not drawn),-0.5,13,2.4,9,.,.,-0.5,-1.3,2
COc1ccc(C2=NOC(C(=O)NCc3ccco3)C2)cc1 (stereo not drawn),7.9,7,1.7,5,4,-11,4.0,0.0,9
COc1cc(/C=N/Nc2nc(N3CCCC3)nc(N3CCCC3)n2)ccc1O,-1.2,5,-2.3,35*,-6,-2,-0.7,-1.1,-9
CC#CP(=O)(OC)C(O)(CF)c1ccccc1 (stereo not drawn),-0.4,-1,5.7,-1,5,0,-0.2,-0.4,-5
CC(O)Cn1nc([N+](=O)[O-])nc1N (stereo not drawn),-1.0,31*,0.1,0,-2,27,3.4,-1.3,-11
COc1ccccc1C(CNC(=O)c1cccc(NS(=O)(=O)c2ccc(C)c(F)c2)c1)N1CCCC1 (stereo not drawn),3.2,-2,-0.7,6,-3,8,0.1,-1.8,21
Cn1c2c(c(=O)[nH]c1=O)C(NC(=O)c1ccco1)(C(F)(F)F)C(=O)N2 (stereo not drawn),0.0,-1,-0.2,1,2,-3,-0.9,-0.7,6
O=C(COC(=O)c1ccc(F)c(S(=O)(=O)N2CCOCC2)c1)NCc1ccco1,-0.3,2,-1.9,1,-6,18,0.1,-0.5,-8
CCc1ccc(-n2c(SCC(=O)N3Cc4ccccc4CC3C(=O)O)nnc2-c2ccncc2)cc1 (stereo not drawn),-1.3,3,0.2,3,4,2,-2.3,-3.4,0

# An excerpt of these results, with values under each structure.
# Fields – BoNT-A LC inh2 | Mtb FBA inh | Mtb BioA inh | GDH-TPI counter | PrPC surface inh | CCHFV vOTU inh | Mtb UGM inh | FadD28 binding | BoNT F protease
> Cc1ccc(S(=O)(=O)N(C)C[C@@H]2Oc3ccc(NS(=O)(=O)c4ccccc4)cc3CC(=O)N([C@@H](C)CO)C[C@H]2C)cc1
→ -0.1 | 2 | -1.2 | 9 | 3 | 15 | . | -0.9 | 1
> CC(C)CNC(=O)CC1Nc2ccccc2NC1=O (stereo not drawn)
→ -0.5 | 13 | 2.4 | 9 | . | . | -0.5 | -1.3 | 2
> COc1ccc(C2=NOC(C(=O)NCc3ccco3)C2)cc1 (stereo not drawn)
→ 7.9 | 7 | 1.7 | 5 | 4 | -11 | 4.0 | 0.0 | 9
> COc1cc(/C=N/Nc2nc(N3CCCC3)nc(N3CCCC3)n2)ccc1O
→ -1.2 | 5 | -2.3 | 35* | -6 | -2 | -0.7 | -1.1 | -9
> CC#CP(=O)(OC)C(O)(CF)c1ccccc1 (stereo not drawn)
→ -0.4 | -1 | 5.7 | -1 | 5 | 0 | -0.2 | -0.4 | -5
> CC(O)Cn1nc([N+](=O)[O-])nc1N (stereo not drawn)
→ -1.0 | 31* | 0.1 | 0 | -2 | 27 | 3.4 | -1.3 | -11
> COc1ccccc1C(CNC(=O)c1cccc(NS(=O)(=O)c2ccc(C)c(F)c2)c1)N1CCCC1 (stereo not drawn)
→ 3.2 | -2 | -0.7 | 6 | -3 | 8 | 0.1 | -1.8 | 21
> Cn1c2c(c(=O)[nH]c1=O)C(NC(=O)c1ccco1)(C(F)(F)F)C(=O)N2 (stereo not drawn)
→ 0.0 | -1 | -0.2 | 1 | 2 | -3 | -0.9 | -0.7 | 6
> O=C(COC(=O)c1ccc(F)c(S(=O)(=O)N2CCOCC2)c1)NCc1ccco1
→ -0.3 | 2 | -1.9 | 1 | -6 | 18 | 0.1 | -0.5 | -8
> CCc1ccc(-n2c(SCC(=O)N3Cc4ccccc4CC3C(=O)O)nnc2-c2ccncc2)cc1 (stereo not drawn)
→ -1.3 | 3 | 0.2 | 3 | 4 | 2 | -2.3 | -3.4 | 0

# Later entries.
SMILES,BoNT-A LC inh2,Mtb FBA inh,Mtb BioA inh,GDH-TPI counter,PrPC surface inh,CCHFV vOTU inh,Mtb UGM inh,FadD28 binding,BoNT F protease
O=C(Cn1c(=O)oc2cc(S(=O)(=O)N3CCOCC3)ccc21)N1CCc2ccccc2C1,-0.5,2,-1.9,2,3,7,-0.3,0.2,-2
CCOC(=O)CC1C(=O)NCCN1S(=O)(=O)c1ccc(C)cc1 (stereo not drawn),1.3,0,-2.7,13,-5,-6,2.3,-1.8,1
CC(=O)N1c2ccc(S(=O)(=O)N(C)Cc3ccco3)cc2CC1C (stereo not drawn),1.4,0,17,3,-1,-1,1.2,0.4,2
N=c1n(CC(=O)O)c2ccccc2n1Cc1ccccc1Cl,0.9,-1,-0.5,6,-5,5,1.5,-0.3,10
COc1ccc(NC(=O)[C@@H]2CCCN2S(=O)(=O)c2ccccc2F)cc1S(=O)(=O)N1CCCCC1,-0.6,-1,2.3,7,2,2,-1.6,-3.4,-10
COc1ccc(-c2nc(N)nc(C(F)(F)F)c2-c2ccccc2OC)c(O)c1,-4.7,-1,0.3,3,2,18,1.9,-2.2,?
COc1ccc(S(=O)(=O)NNc2nc(C)cc(C)n2)cc1[N+](=O)[O-],5.7,2,-1.8,-10,4,-3,0.1,-4.1,2

# Source: PubChem BioAssay
